PMI inhibition: human PMI inhibitors, high substrate, primary screen, biochemical, fluorescence intensity, high mannose 6-phosphate (AID 1220) | recombinant PMI enzyme, coupled fluorescence intensity; higher % means a stronger effect | 190,000 compounds, 0.66% hits | inhibition, % at 20 µM; hits with a dose series show IC50 in µM
WT yeast gro inh: growth inhibition of WT yeast, mitochondrial fusion screen; mitochondrial fusion phenotypic screen, WT strain; inhibition, % at 10 µM; 190,000 compounds, 2.1% hits; AID 1362; in the data active means inhibition above about 58%; tested in S. cerevisiae
UTI89 phage lysis: inhibition of K1F phage lysis, E. coli UTI89, bacterial capsule biogenesis inhibitors, alamar blue (AID 488966). E. coli UTI89 K1F phage lysis, alamar blue, 2 h; higher % means a stronger effect. one-dose inhibition, % at 100 µM; IC50 in µM for titrated hits. 340,000 compounds, 0.02% hits;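 active means phage lysis inhibition, versus mean bacterial control, above a set limit; inconclusive means no clear call, values can overlap the other calls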;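 further: capsule biogenesis inhibitors block K1F phage lysis so surviving cells raise fluorescence; higher fluorescence means more inhibition of phage lysis; actives were called in the ten point dose series up to 300 µM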
M1AAP inhibition: P. falciparum M1AAP inhibitors, biochemical, fluorogenic H-Leu-NHMec substrate, 1536-well (AID 1445). recombinant M1AAP, H-Leu-NHMec fluorogenic kinetic assay; higher % means a stronger effect. 220,000 compounds, 0.42% hits. inhibition, % at 30 µM, or IC50 in µM where a hit was titrated;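 active means primary inhibition above the hit cutoff, then over 50% inhibition at one or more dose response concentrations, cut at about 23% in these data, passing the limit was not always enough; inconclusive means conflicting primary data, or primary hits not chosen for dose response; inactive means low primary inhibition, or under 50% at every dose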;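 further: plate controls were DMSO full reaction for no effect and no enzyme background for full effect; strong numbers were not always called active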
Lipid droplet: modulators of hepatic lipid droplet formation | 240,000 compounds, 0.4% hits | AML12 mouse hepatocytes, oleate lipid droplets, BODIPY imaging | inhibition, % at 6.5 µM | AID 1656;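 active means lipid droplet intensity inhibited by at least 50%, with more than 500 cells counted; inconclusive means wells with under 300 cells, treated as cytotoxic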
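material = mouse AML12 hepatocyte cell line, fixed after treatment | also added = 100 µM oleic acid challenge | doses = compound at 6.5 µM only | schedule = overnight exposure | technique = Image-based BODIPY and DAPI two-channel analysis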
Myeloid diff MLP: promotes myeloid progenitor differentiation; ER-HoxA9 myeloid progenitors, lysozyme-GFP differentiation, flow cytometry; AID 624256; 360,000 compounds, 1% hits; calls only at 10 µM;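 active means normalized GFP-positive differentiation at or above the plate's own cutoff, the solvent-only control mean plus 3 SD; inconclusive means no clear call, values can overlap the other calls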;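 further: cells exposed to compound for four days before flow analysis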
CSM14.1 death rescue: protection against thapsigargin-triggered cell killing – 384-well, CSM14.1, ATP luminescence, primary screen (AID 1222); CSM14.1 thapsigargin-induced death rescue, ATP luminescence; higher % means a stronger effect; 190,000 tested, under 10 active; cellular ATP content (survival), % at 20 µM, or EC50 in µM where a hit was titrated;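 active means EC50 below 50 µM in the dose-response confirmation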;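 further: death triggered by thapsigargin at about 15 µM added after 2 h compound pretreatment; cell ATP read after overnight thapsigargin exposure of roughly 18 to 22 hours; normalized against plate controls of thapsigargin alone and 5% DMSO vehicle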
TNAP activators: stimulation of alkaline phosphatase TNAP activity – biochemical, luminescent, no phosphate acceptor, uHTS, primary screen (AID 1001). one-dose activation fold at 20 µM; EC50 in µM for titrated hits. purified TNAP, luminescent activation assay, no phosphate acceptor; higher activation fold means a stronger effect. 200,000 compounds, 0.03% hits; in the data active means activation fold from about 3, or a potency from the dose series; inactive means the rest, 99 in 100 with activation fold below about 1.6; further: many of its hits are not listed in these tables
human PMI inhibition: inhibitors of human PMI, primary screen, biochemical, fluorescence intensity, coupled assay (AID 1209). inhibition, % at 20 µM; hits with a dose series show IC50 in µM. 190,000 compounds, 0.42% hits. purified PMI enzyme, coupled fluorescence intensity; higher % means a stronger effect;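 further: plate controls were DMSO vehicle for no effect and wells lacking substrate for full effect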
WT yeast gro inh mutant strain: recorded beside WT yeast gro inh, whose call it bears; inhibition, %; mitochondrial fusion phenotypic screen, mutant strain inhibition
Lipid droplet cells 6.5 µM: further read-out of Lipid droplet, marked with its call; cell count; measured here: cell count, cytotoxicity flag;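 cells counted across two imaged fields per well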
Myeloid diff MLP GFP+ MAC1+ %: further read-out of Myeloid diff MLP, marked with its call; GFP+ MAC1+ double positive, %; measured here: differentiation confirmed by MAC1 staining
An asterisk follows results filed as active; [ ] = dose if it differs, or a comment. Unless noted, no stated cut-off is given here; in the data, active means inhibition above about 50%; inactive means the rest.

`CCOc1ccccc1NC(=O)CN1C(=O)COc2ccc(Cl)cc21` gave PMI inhibition -7%, WT yeast gro inh 15, UTI89 phage lysis 2.3%, M1AAP inhibition -3%, Myeloid diff MLP inactive, CSM14.1 death rescue 0.0%, TNAP activators 1.1, human PMI inhibition -7%, WT yeast gro inh mutant strain -4 and Myeloid diff MLP GFP+ MAC1+ % 2.4.
COCC(=O)Nc1ccccc1Br was read as PMI inhibition 23%, WT yeast gro inh -11, UTI89 phage lysis 5.5%, M1AAP inhibition 7%, Lipid droplet -26, Myeloid diff MLP inactive, CSM14.1 death rescue -1.1%, TNAP activators 1.1, human PMI inhibition -4%, WT yeast gro inh mutant strain 6, Lipid droplet cells 6.5 µM 653 and Myeloid diff MLP GFP+ MAC1+ % 0.6.
For Cc1ccc(S(=O)(=O)N(C(=O)c2ccncc2)c2ccc(OC(=O)c3ccncc3)c3ccccc23)cc1 the results were PMI inhibition 41%, WT yeast gro inh -3, UTI89 phage lysis -0.4%[50 µM], M1AAP inhibition 18%, Lipid droplet -30, Myeloid diff MLP inconclusive, CSM14.1 death rescue -0.1%, TNAP activators 0.9, human PMI inhibition 19%, WT yeast gro inh mutant strain -1 and Lipid droplet cells 6.5 µM 511.
For Nc1cc2sc(-c3ccc(C(=O)O)cc3)nc2cc1Cl the results were PMI inhibition 44%, WT yeast gro inh 31, UTI89 phage lysis -1.0%[50 µM], M1AAP inhibition inconclusive, Lipid droplet 6, Myeloid diff MLP inactive, CSM14.1 death rescue -5.6%, TNAP activators 1.2, human PMI inhibition 8%, WT yeast gro inh mutant strain 36, Lipid droplet cells 6.5 µM 665 and Myeloid diff MLP GFP+ MAC1+ % 1.0.
For COc1ccccc1OCC(=O)NNC(=O)c1ccoc1C the results were PMI inhibition 2%, WT yeast gro inh -13, UTI89 phage lysis 1.5%, M1AAP inhibition 1%, Lipid droplet -16, Myeloid diff MLP inactive, CSM14.1 death rescue -1.0%, TNAP activators 1, human PMI inhibition -8%, WT yeast gro inh mutant strain -11, Lipid droplet cells 6.5 µM 689 and Myeloid diff MLP GFP+ MAC1+ % 0.3.
`O=C(/C=C/c1cccs1)NC(=S)Nc1ccc(C(=O)O)cc1` gave UTI89 phage lysis 0.0%, M1AAP inhibition 29µM*, Lipid droplet 1, Myeloid diff MLP inactive, Lipid droplet cells 6.5 µM 700 and Myeloid diff MLP GFP+ MAC1+ % 0.3.
CS(=O)(=O)Nc1ccc(C(=O)NCCc2ccccc2)cc1 was read as PMI inhibition 6%, WT yeast gro inh -6, UTI89 phage lysis -0.1%, M1AAP inhibition 0%, Lipid droplet -10, Myeloid diff MLP inactive, TNAP activators 1.1, human PMI inhibition 10%, WT yeast gro inh mutant strain -99, Lipid droplet cells 6.5 µM 709 and Myeloid diff MLP GFP+ MAC1+ % 1.4.
`CCOC(=O)C1=C(CS(=O)(=O)c2ccccc2)NC(=O)NC1c1ccc(O)c(OC)c1` (stereo unspecified) gave UTI89 phage lysis 0.1%, M1AAP inhibition 10%, Lipid droplet 1, Myeloid diff MLP inactive, Lipid droplet cells 6.5 µM 762 and Myeloid diff MLP GFP+ MAC1+ % 0.7.
Cc1cccc(C)c1NC(=S)N(CCN(C)C)C(C)c1cccnc1 (stereo unspecified) was read as PMI inhibition 5%, WT yeast gro inh 18, UTI89 phage lysis 0.4%, M1AAP inhibition -2%, Lipid droplet 14, Myeloid diff MLP inactive, CSM14.1 death rescue -2.9%, TNAP activators 1, human PMI inhibition 4%, WT yeast gro inh mutant strain 8, Lipid droplet cells 6.5 µM 787 and Myeloid diff MLP GFP+ MAC1+ % 1.0.
Screening CCN(CC)C(=O)C1CC(=O)N(c2ccc(F)c(Cl)c2)C1 (stereo unspecified) returned PMI inhibition -3%, WT yeast gro inh 59*, UTI89 phage lysis 0.1%, M1AAP inhibition 7%, Myeloid diff MLP inactive, CSM14.1 death rescue -1.5%, TNAP activators 1.1, human PMI inhibition -2%, WT yeast gro inh mutant strain 7.4* and Myeloid diff MLP GFP+ MAC1+ % 0.8.
Screening N#Cc1c(N)nc2c3c(sc(=N)c2c1N)NC(=O)CC3c1c(F)cccc1Cl (stereo unspecified) returned PMI inhibition 1%, WT yeast gro inh 20, UTI89 phage lysis 10%, M1AAP inhibition 5%, Myeloid diff MLP inactive, CSM14.1 death rescue 0.5%, TNAP activators 1, human PMI inhibition 4%, WT yeast gro inh mutant strain 4 and Myeloid diff MLP GFP+ MAC1+ % 0.5.
For COc1ccc2nc(NC(=O)C3COc4ccccc4O3)sc2c1 (stereo unspecified) the results were PMI inhibition 2%, WT yeast gro inh 44, UTI89 phage lysis 1.3%, M1AAP inhibition 2%, Myeloid diff MLP inactive, CSM14.1 death rescue -1.0%, TNAP activators 1.1, human PMI inhibition 1%, WT yeast gro inh mutant strain 34 and Myeloid diff MLP GFP+ MAC1+ % 1.4.
`COC(=O)C1CCN(C(=O)COC(=O)CC(NC(N)=O)c2ccc(Cl)cc2)CC1` (stereo unspecified) gave PMI inhibition 1%, WT yeast gro inh 10, UTI89 phage lysis 0.2%, M1AAP inhibition 0%, Myeloid diff MLP inactive, TNAP activators 1.1, human PMI inhibition 7%, WT yeast gro inh mutant strain 14 and Myeloid diff MLP GFP+ MAC1+ % 1.0.
Screening CCC(=O)Oc1ccc(C(=O)Nc2cccc(C(=O)NC(C)(C)C)c2)cc1 returned PMI inhibition 2%, WT yeast gro inh 11, UTI89 phage lysis 0.0%, M1AAP inhibition 6%, Lipid droplet 48, Myeloid diff MLP inactive, CSM14.1 death rescue -0.1%, TNAP activators 1.1, human PMI inhibition 9%, WT yeast gro inh mutant strain 13, Lipid droplet cells 6.5 µM 682 and Myeloid diff MLP GFP+ MAC1+ % 0.3.
Screening CC1(C)CC(NC(=O)c2ccccn2)CC(C)(C)N1O returned PMI inhibition -12%, WT yeast gro inh 13, UTI89 phage lysis 0.1%, M1AAP inhibition 8%, Lipid droplet -2, Myeloid diff MLP inactive, CSM14.1 death rescue 0.2%, TNAP activators 1, human PMI inhibition -8%, WT yeast gro inh mutant strain -2, Lipid droplet cells 6.5 µM 677 and Myeloid diff MLP GFP+ MAC1+ % 0.4.
`COc1ccc(CCC(C(O)C(F)(F)F)S(=O)c2ccccc2)cc1` (stereo unspecified) gave PMI inhibition -43%, WT yeast gro inh 10, UTI89 phage lysis -0.2%, M1AAP inhibition 2%, Lipid droplet -6, Myeloid diff MLP inactive, CSM14.1 death rescue -2.5%, TNAP activators 1.1, human PMI inhibition 3%, WT yeast gro inh mutant strain 0, Lipid droplet cells 6.5 µM 712 and Myeloid diff MLP GFP+ MAC1+ % 4.1.
`Cc1cc(C)c(C)c(OCCCOc2cccc3cccnc23)c1` gave PMI inhibition -10%, WT yeast gro inh 89*, UTI89 phage lysis 7.4%, M1AAP inhibition 5%, Lipid droplet -16, Myeloid diff MLP inactive, CSM14.1 death rescue -0.6%, TNAP activators 1.1, human PMI inhibition 6%, WT yeast gro inh mutant strain 75*, Lipid droplet cells 6.5 µM 703 and Myeloid diff MLP GFP+ MAC1+ % 0.3.
Cc1ccc(C2C(/C=C3/SC(=S)NC3=O)=C(c3cccs3)Oc3ccccc32)cc1 (stereo unspecified) was read as PMI inhibition 7%, WT yeast gro inh 35, UTI89 phage lysis -0.2%, M1AAP inhibition 10%, Lipid droplet 6, CSM14.1 death rescue -0.5%, TNAP activators 0.7, human PMI inhibition 14%, WT yeast gro inh mutant strain 6 and Lipid droplet cells 6.5 µM 771.
COc1ccc(C(=O)N/N=C/c2ccc(OC(=O)c3cccs3)cc2)cc1 was read as PMI inhibition -6%, WT yeast gro inh -9, UTI89 phage lysis 2.5%[50 µM], M1AAP inhibition 5%, Lipid droplet -3, Myeloid diff MLP inactive, CSM14.1 death rescue -2.0%, TNAP activators 1, human PMI inhibition 2%, WT yeast gro inh mutant strain -5, Lipid droplet cells 6.5 µM 670 and Myeloid diff MLP GFP+ MAC1+ % 0.3.
CC(CCc1ccccc1)NC(=O)c1cc2sccc2n1C (stereo unspecified) was read as PMI inhibition 12%, WT yeast gro inh 9, UTI89 phage lysis 0.2%, M1AAP inhibition -3%, Lipid droplet 2, Myeloid diff MLP inactive, CSM14.1 death rescue -2.5%, TNAP activators 1.2, human PMI inhibition 17%, WT yeast gro inh mutant strain 2, Lipid droplet cells 6.5 µM 655 and Myeloid diff MLP GFP+ MAC1+ % 8.0.
Screening Cc1ccc(C(=O)/C=C\C(=O)c2ccc(C)cc2)cc1 returned PMI inhibition 1%, WT yeast gro inh 70, UTI89 phage lysis -7.7%, M1AAP inhibition 6%, Lipid droplet 4, Myeloid diff MLP inactive, CSM14.1 death rescue 1.3%, TNAP activators 1, human PMI inhibition -1%, WT yeast gro inh mutant strain 84, Lipid droplet cells 6.5 µM 667 and Myeloid diff MLP GFP+ MAC1+ % 0.2.
CCOC(=O)N1CCC(N2Cc3cccc(C(=O)NCc4ccccn4)c3C2=O)CC1 was read as PMI inhibition 8%, WT yeast gro inh 4, UTI89 phage lysis 0.8%, M1AAP inhibition 10%, Myeloid diff MLP inactive, CSM14.1 death rescue 0.4%, TNAP activators 1.1, human PMI inhibition 3%, WT yeast gro inh mutant strain -6 and Myeloid diff MLP GFP+ MAC1+ % 1.9.
Screening COC(=O)C1C(O)=C(C=NCC(C)N=CC2=C(O)C(C(=O)OC)C(C)(C)CC2=O)C(=O)CC1(C)C (stereo unspecified) returned PMI inhibition 1%, WT yeast gro inh 1, UTI89 phage lysis 0.8%, M1AAP inhibition 4%, Myeloid diff MLP inactive, CSM14.1 death rescue 2.1%, TNAP activators 1.1, human PMI inhibition -1%, WT yeast gro inh mutant strain 0 and Myeloid diff MLP GFP+ MAC1+ % 1.7.
COc1ccc(-n2nnnc2-c2cccnc2)cc1 was read as PMI inhibition -7%, WT yeast gro inh 7, UTI89 phage lysis 0.8%, M1AAP inhibition 2%, Lipid droplet -2, Myeloid diff MLP inactive, CSM14.1 death rescue 4.2%, TNAP activators 1, human PMI inhibition -7%, WT yeast gro inh mutant strain 9, Lipid droplet cells 6.5 µM 767 and Myeloid diff MLP GFP+ MAC1+ % 1.6.

Screening results deposited in PubChem BioAssay by several laboratories.
